Bioassay records (PubChem)
CXCR6 inh = CXCR6 receptor inhibitors, primary screen, cell-based, beta-arrestin, luminescence, CHO-K1 PathHunter, 1536-well. 0.36% of 360,000 active. AID 602244, 2012. inhibition, % at 20 µM; in the data active means inhibition above about 34%, passing the limit was not always enough;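 further: antagonist mode with CXCL16 agonist at 10 nM final; 0% = 10 nM CXCL16 with DMSO and 100% = unstimulated wells without agonist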
Jurkat NFkB inh = inhibitors of induced NF-kB luciferase reporter, primary screen, TCR NF-kB activation inhibitor project, cell-based, luminescence, uHTS; Jurkat, PMA/ionomycin-induced NF-kB luciferase reporter; inhibition, % at 4 µM; 0.53% of 330,000 active; in the data active means inhibition above about 50%
EBI2 block = EBI2 receptor antagonists, beta-arrestin recruitment, primary screen, cell-based, luminescence, 7a,25-OHC stimulation, uHTS | 7a,25-OHC stimulated | inhibition, % at 5 µM | 0.81% of 360,000 active | G-protein coupled receptor 183 (Homo sapiens), P32249; in the data active means inhibition above about 38%;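 further: enzyme fragment complementation signal reports receptor beta-arrestin coupling in cells; 0% = agonist plus DMSO wells and 100% = wells without agonist; some results beyond the cut were filed as inactive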
Target sequence (P32249 whole entry, looked up, the tested form may be a part): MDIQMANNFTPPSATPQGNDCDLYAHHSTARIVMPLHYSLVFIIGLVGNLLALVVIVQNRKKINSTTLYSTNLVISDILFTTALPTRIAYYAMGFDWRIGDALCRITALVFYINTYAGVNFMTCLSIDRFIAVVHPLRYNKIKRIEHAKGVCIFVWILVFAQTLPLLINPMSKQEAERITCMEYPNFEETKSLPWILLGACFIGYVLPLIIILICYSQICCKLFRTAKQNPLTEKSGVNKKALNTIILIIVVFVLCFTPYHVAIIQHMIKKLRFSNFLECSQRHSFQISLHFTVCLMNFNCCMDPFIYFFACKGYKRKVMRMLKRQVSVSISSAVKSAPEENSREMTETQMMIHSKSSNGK
APJ antagonist = antagonists of human apelin receptor APJ, primary screen, CHO-K1 cells, beta-arrestin complementation, luminescence; P35414; 0.32% of 330,000 active; AID 2521, 2010; inhibition, % at 20 µM;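 active means inhibition above about 40% at 20 µM, limit read from the data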;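 further: cells challenged with 10 nM apelin-13 agonist together with compound; plate controls were apelin-13 plus DMSO wells for no effect and DMSO wells lacking apelin-13 for full effect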
CCR6 antag = CCR6 receptor antagonists, primary screen, cell-based, CHO-K1, luminescence, beta-arrestin, uHTS | 0.49% of 340,000 active | CHO-K1 CCR6 PathHunter beta-arrestin, CCL20-stimulated | inhibition, % at 20 µM | AID 493098, 2011 | C-C chemokine receptor type 6 (Homo sapiens), P51684;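 active means compounds whose inhibition of the agonist-driven luminescence signal at 20 µM reaches about 50%, limit read from the data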;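 further: cells stimulated with CCL20 at 14 nM final; plate controls were DMSO with CCL20 for no effect and DMSO without agonist for full effect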
Target sequence (P51684 whole entry, looked up): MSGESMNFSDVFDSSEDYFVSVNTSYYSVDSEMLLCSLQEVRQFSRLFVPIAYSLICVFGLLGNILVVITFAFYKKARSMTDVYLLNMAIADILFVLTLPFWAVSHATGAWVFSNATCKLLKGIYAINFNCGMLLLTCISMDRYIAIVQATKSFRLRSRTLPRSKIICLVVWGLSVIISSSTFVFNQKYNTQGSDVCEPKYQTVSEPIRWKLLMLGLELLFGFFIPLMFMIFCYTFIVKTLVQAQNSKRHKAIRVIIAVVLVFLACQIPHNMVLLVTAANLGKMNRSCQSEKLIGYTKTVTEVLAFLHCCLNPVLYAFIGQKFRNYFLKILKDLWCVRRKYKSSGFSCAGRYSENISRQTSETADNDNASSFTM
UBC13 polyUb = UBC13 polyubiquitin chain formation inhibitors, primary screen, biochemical, TR-FRET, uHTS. inhibition, % at 20 µM. 0.47% of 330,000 active; in the data active means inhibition above about 45%, passing the limit was not always enough
Target sequence (P61088 whole entry, looked up): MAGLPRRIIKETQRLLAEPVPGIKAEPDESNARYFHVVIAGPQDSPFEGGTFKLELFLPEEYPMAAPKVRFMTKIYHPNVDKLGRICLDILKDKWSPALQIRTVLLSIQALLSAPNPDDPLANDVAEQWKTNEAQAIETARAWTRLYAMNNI
Gli-Sufu block = Gli-Sufu pathway antagonists, primary screen, luciferase luminescence, Sufu-KO-LIGHT cells, uHTS | 0.74% of 340,000 active | Sufu-KO-LIGHT fibroblasts, Gli luciferase reporter luminescence | inhibition, % at 5 µM;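 active means inhibition above about 55%, limit read from the data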;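 further: 0% = DMSO-treated cells and 100% = wells with medium but no cells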
697 NFkB inh = inhibitors of PMA/ionomycin-induced NF-kB reporter, 697 cells, primary screen, B-cell NF-kB inhibitor project, cell-based, luminescence, uHTS; AID 435022, 2010; 0.33% of 330,000 active; inhibition, % at 4 µM; 697 B-cell NF-kB luciferase reporter, 16 h; in the data active means inhibition above about 35%
Starred values were filed as active, the others as inactive; x = not tested or not shown.

Each structure is followed by: CXCR6 inh, Jurkat NFkB inh, EBI2 block, APJ antagonist, CCR6 antag, UBC13 polyUb, Gli-Sufu block, 697 NFkB inh
> CCC(C)(C)NC(=O)CN(C(=O)C(=O)Nc1ccc2c(c1)OCCO2)N1CCOCC1
    -7, -26, 4, 9, 1, -6, -5, -12
> CCCCN(C(=O)CSc1nnc2ccccn12)c1c(N)n(Cc2ccccc2)c(=O)[nH]c1=O
    -5, 11, -4, 6, -7, -5, -10, 5
> CC(=O)c1c(N2CCOCC2)nc(=S)n(-c2ccccc2)c1C
    -1, 3, -2, -16, -6, -4, 4, 11
> O=C(N/N=C\c1cccnc1)c1ccc(Br)s1
    -4, -15, 2, 10, 3, -2, -6, 8
> CC1=C(C(=O)OCc2ccccc2)C(c2ccc3ccccc3c2)NC(=O)N1CCCC(=O)O (stereo not drawn)
    -1, 6, -9, 7, 5, -21, -12, -8
> CCNc1nc(NCC)nc(-n2nc(C)cc2C)n1
    0, 1, -1, 7, 8, 5, -2, 9
> Cc1csc2c(N3CCN(C(=O)Nc4ccc(Cl)c(Cl)c4)CC3)ncnc12
    -19, 31, 20, 6, 9, 6, 18, 1
> COc1cc(NC(=O)Cc2ccccc2)c(C(=O)O)cc1OC
    -5, 6, 3, -7, -6, 4, -7, 13
> COC(=O)CCN(C(=O)c1ccc(N2CCCC2)c([N+](=O)[O-])c1)c1ccccn1
    7, 10, 0, -3, 8, -40, 2, 12
> CCN(CC(=O)NCc1ccc(Cl)cc1)C(=O)CSc1ccc(F)cc1
    -3, 8, 21, 3, 10, 4, -13, 13
> COc1ccccc1C(=O)OCC(=O)NCCNC(=O)COC(=O)c1ccccc1OC
    2, 20, -5, -3, -11, 5, 6, 18
> Cc1ccccc1C(=O)NCCCNC(=O)c1ccco1
    0, -2, -8, 11, -6, 3, -19, -3
> COCc1ccc([C@@H]2C[C@H]3CN(Cc4cccc(Cl)c4)C(=O)[C@]34CCCN24)o1
    -2, -12, 0, 11, 6, -8, 4, 7
> CCCn1c(=N)n(CC(=O)OCC)c2ccccc21
    9, 11, 2, 17, -5, 9, 4, 19
> CC(=O)n1cc(-c2ccncc2)c2ccccc21
    -12, 1, -2, -67, -8, 1, -7, -30
> CCCCN=C1NN=C(c2cccc([N+](=O)[O-])c2)CS1
    4, -26, 5, -8, 16, 12, -10, -5
> Cn1c(-c2ccc3c(c2)OCO3)cnc1NCc1ccccc1
    2, -21, -12, 25, 9, 1, -9, -36
> NS(=O)(=O)c1ccc(NCc2ccccc2OCc2ccccc2F)cc1
    0, -5, 8, -5, 1, -1, 12, -14
> COc1cc(CNc2ccc(N3CCCC3)cc2)ccc1OCc1ccccc1F
    -18, x, 4, x, 40, x, -19, x
> COc1ccc(CCn2c(NN)nc3c2c(=O)[nH]c(=O)n3C)cc1
    -2, 24, -11, -40, -6, -48, 1, -1
> COc1ccc(C(C(=O)NCC2CCCO2)N(C(=O)CNC(=O)c2cccs2)c2ccc(C)cc2)cc1OC (stereo not drawn)
    0, -12, -3, -6, 0, -11, 0, 11
> COc1ccc(-n2c(SCC(=O)c3ccc[nH]3)nnc2-c2ccccc2)cc1
    11, -6, -2, 5, 23, -6, 7, -32
> CCN(CC)CCn1c(=N)n(CCO)c2ccccc21
    0, 5, -6, -2, 1, 6, 7, 4
> Cc1ccc(S(=O)(=O)NCC(=O)OCC(=O)Nc2cccc(S(=O)(=O)NC3=NCCCCC3)c2)cc1
    2, 4, -4, 7, 13, 13, -6, -12
> CC(NCC1COc2ccccc2O1)C(=O)NCc1ccccc1 (stereo not drawn)
    1, -1, 9, 6, -1, 2, -13, -1
> Cc1c(Nc2nc(-c3ccc(Cl)cc3)cs2)c(=O)n(-c2ccccc2)n1C
    2, -4, -7, -13, 1, -6, 9, -31
> COCCNC(=O)/C(C#N)=C/c1ccc(N2CCOCC2)o1
    52*, -5, -9, 0, 19, -166, -4, 0
> Cc1cccc(OCC(=O)N/N=C/c2cc([N+](=O)[O-])ccc2N2CCOCC2)c1
    3, 7, -2, -7, 7, 3, 31, 1
> COCCn1c(SCC(=O)N2CCCCC2)nc2c([nH]c3ccccc32)c1=O
    0, -3, 1, -1, 7, -4, 17, -22
> CCN1C(=O)c2cccc3c(NC(=O)c4ccc(S(=O)(=O)N5CCOCC5)cc4)ccc1c23
    7, -6, -4, 23, 9, 70*, 13, 31
> CC(=O)N1CCN(S(=O)(=O)c2cccc(C(=O)OCc3cccc(F)c3)c2)CC1
    -1, 13, -1, -56, 2, -3, 7, -36
> Cc1c(C(=O)Nc2ccc(Oc3ccccc3)cc2)sc2nc3n(c(=O)c12)CCC3
    -7, -4, 3, -36, -6, 19, 11, -2
> O=c1[nH]c2ccccc2n1CCCN1CCCCC1
    4, 10, -8, 2, 9, 6, 1, -4
> Cc1ccc(-c2nnc(Oc3cccc(C)c3)c3ccccc23)cc1
    8, -22, 9, -19, 16, -11, -52, -21
> S=C(NCCN1CCCCC1)Nc1ccc(Br)cc1
    4, -14, 14, 1, 13, 11, 4, -1
> CN(CC(=O)Nc1ccc(Cl)c(C(F)(F)F)c1)C(=O)CCCNC(=O)c1ccc(Cl)cc1
    0, -8, 1, -2, -3, 8, -10, -21
> Nc1ccc2oc(-c3ccccn3)nc2c1
    -6, -35, -4, -5, 5, -4, -49, -66
> COc1cc(NC(=O)CSc2nnc3c(C)cc4c(C)ccc(C)c4n23)c(C(=O)O)cc1OC
    -6, -4, -1, 8, 0, 4, -2, 10
> COc1ccc(C(=O)Nc2cccc3nc(C)ccc23)cc1OC
    -1, 9, -2, -9, 14, 2, 2, -7
> CCN(c1ccccc1)S(=O)(=O)c1ccc(N2CCN(c3ccccc3O)CC2)nc1
    -5, -8, 7, -4, -4, -9, -12, -3

Part of the list above, field by field:
Cc1ccccc1C(=O)NCCCNC(=O)c1ccco1
  CXCR6 inh = 0 | Jurkat NFkB inh = -2 | EBI2 block = -8 | APJ antagonist = 11 | CCR6 antag = -6 | UBC13 polyUb = 3 | Gli-Sufu block = -19 | 697 NFkB inh = -3

COCc1ccc([C@@H]2C[C@H]3CN(Cc4cccc(Cl)c4)C(=O)[C@]34CCCN24)o1
  CXCR6 inh = -2 | Jurkat NFkB inh = -12 | EBI2 block = 0 | APJ antagonist = 11 | CCR6 antag = 6 | UBC13 polyUb = -8 | Gli-Sufu block = 4 | 697 NFkB inh = 7

CCCn1c(=N)n(CC(=O)OCC)c2ccccc21
  CXCR6 inh = 9 | Jurkat NFkB inh = 11 | EBI2 block = 2 | APJ antagonist = 17 | CCR6 antag = -5 | UBC13 polyUb = 9 | Gli-Sufu block = 4 | 697 NFkB inh = 19

CC(=O)n1cc(-c2ccncc2)c2ccccc21
  CXCR6 inh = -12 | Jurkat NFkB inh = 1 | EBI2 block = -2 | APJ antagonist = -67 | CCR6 antag = -8 | UBC13 polyUb = 1 | Gli-Sufu block = -7 | 697 NFkB inh = -30

The list continues:
Each structure is followed by: CXCR6 inh, Jurkat NFkB inh, EBI2 block, APJ antagonist, CCR6 antag, UBC13 polyUb, Gli-Sufu block, 697 NFkB inh
> Cc1cc(NCCN2CCOCC2)n2nc(C)c(-c3ccccc3)c2n1
    -7, -3, 5, 16, -3, 2, -2, 15
> O=C(CN1CCN(CC(=O)Nc2cccc(F)c2)CC1)Nc1ccc(-c2ccccc2)cc1
    -2, 15, 14, -4, 4, 1, -13, 5
> Cc1onc(-c2ccccc2)c1C(=O)OCC(=O)NCc1ccc(F)cc1
    2, 17, -1, -1, 0, 7, 4, 9
> O=Cc1cccn1-c1sc2c(c1C(=O)O)CCCC2
    -3, -12, -5, -8, 2, 2, -13, 27
> CC1CCC(NC(=O)c2ccc3nc[nH]c3c2)CC1 (stereo not drawn)
    -7, -38, -8, -13, -8, -8, -36, -80
> CC(C)n1c(/C=C/c2ccccc2)nc2ccccc21
    3, -29, 8, 5, 14, 12, -46, -18
> CCOP(=O)(c1ccccc1)c1nc(-c2ccccc2Cl)oc1N1CCCCC1 (stereo not drawn)
    18, -15, -24, 2, 24, 5, 13, -6
> CCOC(=O)C1CCN(Cc2nc3ccc([N+](=O)[O-])cc3c(=O)n2-c2ccc(OC)cc2OC)CC1
    -5, -5, -10, -25, 5, 9, 0, 7
> CC(C(=O)OCC(=O)Nc1cccc(S(=O)(=O)N(C)C)c1)N1C(=O)c2ccccc2C1=O (stereo not drawn)
    -11, -3, -2, -3, 0, -17, 15, 5
> CCNS(=O)(=O)c1cc(OC)ccc1OC
    0, 1, -2, 11, 32, 2, 6, 7
> O=C(C1COc2ccccc2O1)N1CCc2ccccc21 (stereo not drawn)
    2, -26, -1, -8, 4, -12, -46, -51
> O=c1[nH]c(=O)c2nnc(N/N=C/c3ccccc3F)nc2[nH]1
    2, 18, -5, 14, 11, -2, -1, 10
> COc1ccc(C(=O)Oc2ccc(/C=N/NC(=O)Cc3ccc([N+](=O)[O-])cc3)cc2)cc1
    -3, -3, -1, -4, 0, -18, -7, -20
> Cn1c(SCC(=O)Nc2ccc(Br)cc2F)nnc1-c1ccco1
    0, -7, -8, 6, -6, -4, 2, 8
> COc1cc(OC)cc(C(=O)NC(C(=O)NNC(=O)CN(C)S(=O)(=O)c2ccc(C)cc2)C(C)C)c1 (stereo not drawn)
    4, x, 1, x, 8, x, 1, x
> CSCCC(NC(=O)C1CCC(C)CC1)C(=O)OCC(=O)c1ccc(Cl)cc1 (stereo not drawn)
    11, 15, -4, 13, 8, 2, -3, -7
> O=C(NCCc1ccccc1)c1cccc2c1C(=O)N(C1CCCCC1)C2
    10, -11, 8, 20, 26, 2, -1, -48
> COc1ccc(-c2c(-c3cc(OC)cc(OC)c3)sc3ccc(OC)cc23)cc1
    5, -5, 17, 12, 9, 10, -10, 9
> O=[N+]([O-])c1ncccc1OCc1ccc(Cl)c(Cl)c1
    -1, -57, 11, -12, 12, 7, -20, -42
> O=C(NNC(=O)c1ccc(SCC2CCCO2)c([N+](=O)[O-])c1)c1ccc(Cl)c([N+](=O)[O-])c1 (stereo not drawn)
    8, 9, 0, 6, 11, 0, 4, 27
> Cn1c(=O)c(=O)n(C)c2cc(S(=O)(=O)N3CCCC3C(=O)NCc3ccco3)ccc21 (stereo not drawn)
    8, -2, -17, -2, 16, -10, 3, 8
> Cc1ccc(S(=O)(=O)Nc2cccc(C(=O)NCCCN3CCCC3=O)c2)cc1F
    -4, 4, -16, 19, -10, 20, -4, -1
> CCC(C)NC(=O)c1cn(-c2cccc(OC)c2)c(=O)c2ccccc12 (stereo not drawn)
    -8, -3, -9, 3, 13, 1, 9, 17
> CC(=O)NC(Cc1ccc(F)cc1)C(=O)NC1CCN(C(=O)NCc2ccccc2)CC1 (stereo not drawn)
    4, 2, 17, -17, -6, 5, 4, 11
> Cc1cc(C(F)(F)F)nc(SCC(=O)Nc2cc(C)on2)n1
    -10, 18, -2, -6, 12, -1, -11, 5
> Cc1nc(NC(=O)/C=C/c2ccc(Cl)cc2Cl)sc1C(=O)N(C)C
    -4, 3, -16, -2, 2, 4, -4, 14
> O=C(CCNS(=O)(=O)c1ccccc1F)N1CCN(C/C=C/c2ccccc2)CC1
    0, 11, 13, -6, 3, -6, 10, -9
